Screening results: PubChem BioAssay, several laboratories
PKA-R2B activ – PKA-R2B complex activation. hit rate 0.079% among 340,000. activation, % at 11.4 µM. P22694+P31323. PKA-R2B holoenzyme dissociation, Cy5-IP20 fluorescence polarization; R2B truncated from residue 108, S112A mutant; 0% DMSO only, 100% 113 µM cGMP;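 active means activation above a cutoff set at the mean over all compounds plus 3 SD, cut at about 18% in these data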;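 further: higher means more holoenzyme dissociation and a rise in polarization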
Target sequence (P31323 whole entry, looked up, other chains not shown, the tested form may be a part): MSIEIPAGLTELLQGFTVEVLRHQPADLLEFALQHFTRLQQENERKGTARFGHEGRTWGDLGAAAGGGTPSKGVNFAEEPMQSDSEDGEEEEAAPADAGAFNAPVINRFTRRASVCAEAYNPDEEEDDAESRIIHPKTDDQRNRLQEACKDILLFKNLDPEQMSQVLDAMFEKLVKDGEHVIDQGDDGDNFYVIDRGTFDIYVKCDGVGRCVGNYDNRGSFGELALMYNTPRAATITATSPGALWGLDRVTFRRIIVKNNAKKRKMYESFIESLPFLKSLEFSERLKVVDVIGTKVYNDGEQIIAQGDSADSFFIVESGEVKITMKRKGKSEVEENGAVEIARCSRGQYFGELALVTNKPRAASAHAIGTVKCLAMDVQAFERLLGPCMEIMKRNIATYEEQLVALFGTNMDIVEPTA
Pemphigus Ab inh – human desmoglein-3 autoantibody binding inhibition | P32926 | DSG3-coupled beads, scFv-anti-DSG3-GFP binding, flow cytometry; active compounds read low | binding (percent of control), % at 10 µM | hit rate 0.48% among 310,000;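 active means binding more than 3 SD below its plate's average and above zero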;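 further: hits lower antibody fragment binding to DSG3; some compounds called inactive have numbers as strong as hits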
V-ATPase pH – yeast V-ATPase proton transport regulation by pHLuorin. S. cerevisiae, pHLuorin cytosolic pH fluorescence. hit rate 0.37% among 350,000. AID 504577. response, % at 10 µM; in the data active means response mostly above about 7.3%, no sharp cut-off; inactive means mostly below about 5.4%; further: actives read high; inactives centre near 0; some compounds called inactive have numbers as strong as hits; reference of the scale not given here
PKA-R1A act – activates the PKA-R1A holoenzyme complex. PKA-R1A dissociation, Cy5-IP20 fluorescence polarization; scaled: DMSO 0%, 113 µM cGMP 100%. activation, % at 11.4 µM. hit rate 0.083% among 340,000. AID 504707;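 active means percent activation above the mean of all tested compounds plus 3 SD, cut at about 19% in these data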;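 further: higher means more PKAc released from R1A so a rise in polarization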
Arrestin-AP2 inh – inhibitors of human beta-arrestin and AP2 interaction; FITC-arrestin peptide / GST-AP2 beads, flow cytometry; AP2 beta2 appendage carries R879A mutation; inhibition, % at 10 µM; hit rate 0.31% among 340,000;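 active means inhibition above a set limit, near 3 SD of compounds lacking own fluorescence, cut at about 54% in these data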;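 further: plate controls were DMSO wells for no effect and 5 µM unlabelled arrestin peptide for full effect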
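Assay system: GST-AP2 R879A bound to glutathione beads, E. coli-expressed; Medium: PBS with 0.05% Tween 20 and 0.1% BSA; Also added: fluorescein-tagged arrestin peptide at 50 nM final; Timing: 12 min plus 1 h, RT; Measured by: flow cytometry, FL1 (488/535 nm); Evaluation: percent drop in bead-associated FITC signal.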
DAGLB inhibitor – diacylglycerol lipase beta (human) inhibition; Q8NCG7; HEK293T DAGLB membrane lysate, EnzChek fluorogenic substrate; inhibition, % at 5.17 µM; hit rate 0.059% among 340,000; AID 504411; in the data active means inhibition above about 34%;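 further: 0% = enzyme with vehicle and 100% = wells lacking enzyme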
Target sequence (Q8NCG7 whole entry, looked up): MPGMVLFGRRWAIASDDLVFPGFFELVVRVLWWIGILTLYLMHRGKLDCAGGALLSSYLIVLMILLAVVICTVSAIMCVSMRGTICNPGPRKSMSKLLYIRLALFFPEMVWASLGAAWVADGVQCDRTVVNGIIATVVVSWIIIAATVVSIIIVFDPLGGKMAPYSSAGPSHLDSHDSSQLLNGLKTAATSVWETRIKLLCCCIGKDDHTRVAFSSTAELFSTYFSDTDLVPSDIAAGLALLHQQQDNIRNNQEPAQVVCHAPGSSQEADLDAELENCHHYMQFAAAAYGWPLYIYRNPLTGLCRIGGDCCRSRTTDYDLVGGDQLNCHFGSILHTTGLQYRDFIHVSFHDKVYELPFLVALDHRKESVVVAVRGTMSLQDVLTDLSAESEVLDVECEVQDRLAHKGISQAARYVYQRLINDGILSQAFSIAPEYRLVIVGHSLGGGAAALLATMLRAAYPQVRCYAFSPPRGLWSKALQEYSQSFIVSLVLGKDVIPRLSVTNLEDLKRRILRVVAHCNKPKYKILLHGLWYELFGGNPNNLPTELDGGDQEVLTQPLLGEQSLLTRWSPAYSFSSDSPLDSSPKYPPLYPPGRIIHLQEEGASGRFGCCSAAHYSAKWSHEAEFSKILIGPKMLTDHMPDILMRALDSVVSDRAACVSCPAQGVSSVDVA
HTR5A inv ctr – HTR5A inverse agonism, opioid heterodimer counter-screen; P47898; HTR5A cell line, luminescence; inhibition, % at 9.3 µM; hit rate 0.083% among 340,000; AID 504634; in the data active means inhibition mostly above about 23%, no sharp cut-off; inactive means mostly below about 18%;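 further: 0% = cells with DMSO and 100% = no-cell wells with DMSO; some compounds called inactive have numbers as strong as hits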
MOR-DOR ag – OPRM1-OPRD1 heterodimerization agonism; P35372+P41143; cells, luminescence; activation, % at 9.3 µM; hit rate 0.3% among 340,000; AID 504326; in the data active means activation above about 18%;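 further: 0% = vehicle-treated cells and 100% = reference agonist; values of inactives mirror those of a sister screen read the other way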
HTR5A ag ctr – activates human HTR5A in OPRM1-OPRD1 agonist counter-screen; P47898; HTR5A agonist assay, luminescence, cell-based; activation, % at 9.3 µM; hit rate 0.61% among 340,000; AID 504692; in the data active means activation mostly above about 9.5%, no sharp cut-off; inactive means mostly below about 7.6%;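 further: 0% = cells with vehicle only and 100% = reference agonist; strong numbers were not always called active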
OPRM1-OPRD1 inv – mu-delta opioid heterodimer inverse agonism; cell-based MOR-DOR heterodimer luminescence; inhibition, % at 9.3 µM; hit rate 0.21% among 340,000; in the data active means inhibition above about 22%, passing the limit was not always enough;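 further: 0% = cells with DMSO and 100% = wells without cells with DMSO; values of inactives mirror those of a sister screen read the other way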
The depositor's hits bear a star; . = no result given. Not all compounds are listed; rates above refer to the full screens.

1. Oc1cc2c(cc1CN1CCN(c3ccccc3)CC1)OCO2
2. COC(=O)C1=C(c2ccc(OC(F)(F)F)cc2)C[C@@H]2CC[C@H]1N2C(=O)N1CCC(C)CC1
3. O=C1C2CCCC1C(N1CCCCC1)CC2 (configuration not stated)
4. COC(=O)C1=C(c2c(C)noc2C)C[C@@H]2CC[C@H]1N2C(=O)N1CCC(C)CC1
5. Cc1cc(C=C2C(=O)NC(=S)NC2=O)c(C)n1C1CCCC1
6. O=Cc1cn(Cc2ccc(F)cc2Cl)c2ccccc12
7. Cc1ccc(Cn2cc(C=O)c(-c3ccc(F)cc3)n2)cc1
8. CC1=C(C)CC2(C(=O)NC(=S)NC2=O)C(C)C1 (configuration not stated)
Compound,1,2,3,4,5,6,7,8
PKA-R1A act,3.5,-1.1,-0.6,-3.0,4.3,-3.3,-7.2,-1.2
HTR5A ag ctr,1.8,-1.1,-2.5,-0.4,2.5,4.8,-0.3,-2.0
Pemphigus Ab inh,94.7,101.9,115.3,106.0,97.8,110.0,89.1,89.5
DAGLB inhibitor,2.4,-14.5,1.7,1.6,7.4,-1.6,-5.6,-0.1
HTR5A inv ctr,-5.1,1.1,9.5,-24.3,-6.5,-12.2,1.4,7.7
MOR-DOR ag,1.1,1.0,-2.6,-3.7,3.2,0.5,6.0,-2.9
Arrestin-AP2 inh,-0.3,3.8,11.0,-1.0,-10.8,0.7,-2.8,-4.3
OPRM1-OPRD1 inv,-7.1,-5.5,12.9,17.1,-16.4,-2.6,-34.6,12.8
V-ATPase pH,6.0,3.4,0.5,7.5,-0.4,7.7,-0.2,1.5
PKA-R2B activ,0.8,-3.4,3.4,2.4,0.4,-6.3,0.1,0.2

Part of the list above, with tabs.
entry	Structure	PKA-R1A act	HTR5A ag ctr	Pemphigus Ab inh	DAGLB inhibitor	HTR5A inv ctr	MOR-DOR ag	Arrestin-AP2 inh	OPRM1-OPRD1 inv	V-ATPase pH	PKA-R2B activ
5	Cc1cc(C=C2C(=O)NC(=S)NC2=O)c(C)n1C1CCCC1	4.3	2.5	97.8	7.4	-6.5	3.2	-10.8	-16.4	-0.4	0.4
6	O=Cc1cn(Cc2ccc(F)cc2Cl)c2ccccc12	-3.3	4.8	110.0	-1.6	-12.2	0.5	0.7	-2.6	7.7	-6.3

(further entries)
9. CCOP(=O)(OCC)C(NC(=O)c1ccc(OC)cc1)C(Cl)(Cl)Cl (configuration not stated)
10. CCCCc1nc2ccccc2c(=O)n1-c1ccccc1O
11. Nc1ccc(Cl)cc1C(=O)c1ccccc1
12. COc1ccc(-c2cc(=Nc3cccc(C(=O)O)c3)c3cc(C)ccc3o2)cc1
13. C[C@]12CC[C@H](O)C[C@H]1CC[C@@H]1[C@@H]2C[C@@H](O)[C@]2(C)[C@@H](C3=CC(=O)OC3)CC[C@]12O
14. O=C(c1ccncc1)C12CN3CN(CN(C3)C1)C2
15. CN1CCC(c2c[nH]c3ccc(O)cc23)CC1
16. CC(O)(CS(=O)(=O)c1ccccc1)C(=O)Nc1ccc(C(F)(F)F)cc1 (configuration not stated)
Compound,9,10,11,12,13,14,15,16
PKA-R1A act,-17.9,-3.9,0.2,0.3,-0.3,-14.3,12.5,-4.3
HTR5A ag ctr,3.6,-1.2,-3.3,2.3,34.0*,-2.1,29.2,3.3
Pemphigus Ab inh,107.6,108.0,96.3,100.8,114.1,97.6,98.0,104.0
DAGLB inhibitor,-1.2,1.4,-2.5,-8.4,-0.6,1.4,0.8,-2.8
HTR5A inv ctr,23.6,3.3,18.8,-6.4,-62.9,13.9,-72.2,33.3
MOR-DOR ag,-2.2,-0.6,0.3,0.7,69.5*,-1.1,0.3,1.1
Arrestin-AP2 inh,5.4,33.7,-5.4,14.1,25.3,5.2,23.7,5.3
OPRM1-OPRD1 inv,11.0,3.3,-2.1,-3.6,-384.7,5.5,-1.5,-5.8
V-ATPase pH,2.1,0.7,1.1,-0.6,4.6,1.0,-2.7,6.8
PKA-R2B activ,-1.2,11.1,1.0,0.0,1.9,-1.3,5.5,6.3

17. COc1ccc(CC2(CCc3ccncc3)C(=O)NC(=O)NC2=O)c(OC)c1
18. CCCCOC(=O)c1ccc(NC(=O)c2c(O)[nH]c(=O)[nH]c2=O)cc1
19. Cc1ccc2c(c1)C1CN(C)CCC1N2S(=O)(=O)c1ccccc1 (configuration not stated)
20. N#CC[N+]1(CCCNP2(=O)C=C(c3ccccc3)OC(c3ccccc3)=C2)CCOCC1
21. Cc1ccccc1CN1Cc2cnnn2-c2ccccc2C1C#N (configuration not stated)
22. Cn1cc[n+](C)c1P(=S)(c1ccccc1)c1ccccc1
23. Cc1ccc(OCC(=O)N2CCN(Cc3cccnc3)CC2)cc1
24. COC(=O)C1=C(c2ccccc2)C[C@@H]2CC[C@H]1N2C(=O)NCC1CC1
Compound,17,18,19,20,21,22,23,24
PKA-R1A act,-8.1,0.8,-20.4,-0.6,11.7,-15.5,6.8,-7.1
HTR5A ag ctr,-4.2,1.0,.,1.1,-4.7,-6.8,-0.4,3.5
Pemphigus Ab inh,96.9,101.3,101.9,104.7,96.8,95.7,93.4,104.5
DAGLB inhibitor,2.7,0.1,-1.1,0.5,-2.5,-1.7,1.1,-1.9
HTR5A inv ctr,21.8,-21.8,.,-47.7,16.1,18.9,0.9,-9.4
MOR-DOR ag,-2.1,-3.5,.,0.4,-3.1,39.5*,-0.7,-1.5
Arrestin-AP2 inh,-6.8,2.4,0.3,2.2,9.2,32.7,0.4,26.0
OPRM1-OPRD1 inv,10.9,18.6,.,-2.1,14.3,-217.6,3.3,8.7
V-ATPase pH,3.2,-3.6,0.7,-3.0,-1.6,-0.4,0.2,3.8
PKA-R2B activ,-8.3,-4.7,-14.6,-12.6,3.2,4.5,7.4,-8.3

25. CC1CN(c2ccc([N+](=O)[O-])c3cccnc23)CC(C)N1 (configuration not stated)
26. Cn1cc(C(=O)OCC(=O)N2CCCC2)c2ccccc21
27. COC(=O)C1=C(c2cccc(OCc3ccccc3)c2)C[C@@H]2CC[C@H]1N2C(=O)NCc1ccccc1C(F)(F)F
28. O=C(C(=O)N1CCOCC1)c1cn(Cc2ccccc2F)c2ccccc12
29. C=CCN1C(=O)NC(=O)/C(=C/c2c(CCN(C)C(=O)c3ccccc3)cc3c(c2OC)OCO3)C1=O
30. COC(=O)C1=C(c2cccc(C#N)c2)C[C@@H]2CC[C@H]1N2C(=O)NC(C)C
31. CC1=NN(c2ccccc2)C(=O)C1/C=C1\C(=O)NC(=O)N(c2ccc(C)c(C)c2)C1=O (configuration not stated)
32. O=C1/C(=C/c2ccccc2)C[C@@]2(O)[C@H]3Cc4ccc(O)c5c4[C@@]2(CCN3CC2CC2)C1O5 (some centres not stated)
Compound,25,26,27,28,29,30,31,32
PKA-R1A act,-1.8,-2.8,7.3,-10.3,0.5,7.5,-4.7,0.9
HTR5A ag ctr,12.2,-1.4,-8.5,-0.7,0.0,-3.1,0.5,-1.1
Pemphigus Ab inh,102.3,105.9,102.2,98.5,106.6,97.1,.,99.5
DAGLB inhibitor,-0.7,0.3,-7.1,1.1,-2.7,-2.1,0.8,2.4
HTR5A inv ctr,-29.5,3.6,21.6,8.1,-16.2,-5.4,4.8,2.6
MOR-DOR ag,0.1,-0.6,0.5,-2.9,-3.8,-2.7,-0.8,-3.2
Arrestin-AP2 inh,2.8,-9.1,0.7,-17.6,-1.1,3.5,4.6,16.5
OPRM1-OPRD1 inv,-0.6,2.2,-2.7,14.8,19.2,14.8,3.2,13.0
V-ATPase pH,0.8,0.1,-1.9,3.1,0.7,3.8,-2.5,4.2
PKA-R2B activ,-1.7,-3.0,-7.5,0.3,-1.5,2.2,1.3,-4.9

33. COc1cc(OC)c(OC)cc1CNC(C)C(O)c1ccccc1 (configuration not stated)
34. COP(=O)(OC)Oc1ccc(C(O)C(Cl)(Cl)Cl)cc1 (configuration not stated)
35. COC(=O)[C@@H]1C[C@]2(C(=O)O)c3ccccc3N(OOSc3ccccc3)[C@@H]2N1C(=O)OC
36. CCOc1ccc(-c2cc(C)[n+](CCN3CCOCC3)c(-c3ccc(OCC)cc3)c2)cc1
37. Cc1ccsc1C(=O)C1CCCN(Cc2cccc(-n3cccn3)c2)C1 (configuration not stated)
38. O=C1NC(=O)N(CCC2=CCCCC2)C(=O)/C1=C/c1ccc(O)cc1
39. CN(C)C(=O)Oc1cc(=O)n2c3c(cccc13)CCC2
40. Cc1cc(=O)oc2cc(OCC(=O)N3CCN(C(C)c4ccccc4)CC3)c(Cl)cc12 (configuration not stated)
Compound,33,34,35,36,37,38,39,40
PKA-R1A act,-4.3,-7.1,-8.2,1.1,3.7,-7.3,0.3,-5.2
HTR5A ag ctr,4.2,-0.5,0.6,-0.6,-6.2,0.3,2.6,-8.6
Pemphigus Ab inh,94.0,111.2,93.9,.,100.8,85.0,99.5,88.0
DAGLB inhibitor,-3.5,-5.8,4.9,2.2,-3.1,17.2,-4.2,-0.9
HTR5A inv ctr,16.2,10.8,-7.4,-9.3,5.7,-1.7,-6.9,21.2
MOR-DOR ag,-1.3,-2.2,-1.8,-2.2,3.0,-2.0,-1.3,-0.2
Arrestin-AP2 inh,-7.9,30.6,-8.0,-8.1,6.3,-1.7,11.0,-8.9
OPRM1-OPRD1 inv,6.5,11.0,8.3,11.0,-15.2,12.7,7.8,1.0
V-ATPase pH,-5.4,1.5,0.3,-4.6,0.2,-1.0,-1.4,0.6
PKA-R2B activ,-8.2,0.4,0.0,-0.4,5.6,2.4,-10.8,-5.8

41. NC(=O)Nc1ccc(C(=O)OCC(=O)Nc2ccc(Cl)cc2C(=O)c2ccccc2)cc1
42. CC(CC(C#N)(c1ccccc1)c1ccccc1)N(C)C (configuration not stated)
43. CCOc1cc(/C=C2\C(=O)NC(=O)N(C)C2=O)cc([N+](=O)[O-])c1O
44. O=c1c2ccccc2nc(CSc2ncnc3nc[nH]c23)n1-c1ccccc1Cl
45. O=C(Cc1ccccc1)N1CCN(Cc2ccc(Cl)cc2)CC1
46. O=c1c2ccccc2nc(-c2cccs2)n1-c1cnccn1
47. O=C1NC2C(=CC(O)C(O)C2O)c2cc3c(c(O)c21)OCO3 (configuration not stated)
48. O=C1NC(=O)C(=Cc2ccc(-c3ccc(Cl)cc3)o2)C(=O)N1
Compound,41,42,43,44,45,46,47,48
PKA-R1A act,-7.6,7.1,-7.8,5.7,-1.2,3.7,-0.7,-5.9
HTR5A ag ctr,1.2,1.6,1.2,-0.4,-1.4,-1.3,4.3,0.4
Pemphigus Ab inh,133.8,104.9,98.9,100.1,103.0,.,107.9,71.6*
DAGLB inhibitor,1.0,-1.2,-2.4,3.2,-2.6,-1.8,2.2,4.6
HTR5A inv ctr,7.9,-3.7,-4.4,-11.4,5.3,-7.7,-16.5,7.7
MOR-DOR ag,-3.7,0.6,-3.8,-2.4,0.1,-1.9,-1.2,-2.3
Arrestin-AP2 inh,3.0,14.6,35.7,-2.5,-4.3,-3.3,-2.4,18.1
OPRM1-OPRD1 inv,19.8,-2.3,20.2,14.1,-0.2,8.1,5.5,10.4
V-ATPase pH,-0.8,-0.2,8.7,-5.9,-2.1,0.4,5.6,5.5
PKA-R2B activ,-7.4,3.2,7.7,-1.5,-5.3,12.1,-6.6,11.4
